# Screening data deposited in PubChem BioAssay by Sanford-Burnham Center for Chemical Genomics.
# KOR beta-arrestin-1: KOR antagonists, beta-arrestin recruitment, cell-based, luminescence, uHTS (AID 1778). inhibition, % at 10 µM; hits with a dose series show IC50 in µM. KOR beta-arrestin recruitment, luminescence, antagonist mode; higher % means a stronger effect. hit rate 0.091% among 290,000; in the data active = inhibition above about 50%; also: strong numbers were not always called active
# NOD1 NF-kB reporter: NOD1 signaling inhibitors, primary screen, cell-based, luminescence, uHTS (AID 1578) | NOD1-driven NF-kB luciferase reporter cells, luminescence; higher % means a stronger effect | inhibition, % at 4 µM, or EC50 in µM where a hit was titrated | hit rate 1% among 290,000; in the data active = inhibition mostly above about 36%, no sharp cut-off; inactive = mostly below about 34%;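 also: HEK-293T reporter cells stimulated with the NOD1 agonist gamma-tri-DAP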
# Siah-1 displacement: blockers of Siah-1 interaction with plectin peptide – biochemical, fluorescence polarization, rhodamine-plectin, uHTS, primary screen (AID 1817) | Siah-1 / rhodamine-plectin peptide fluorescence polarization; higher % means a stronger effect | hit rate 0.02% among 290,000 | displacement, % at 20 µM; hits with a dose series show IC50 in µM;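 active = displacement of at least 50% at 20 µM, with a fluorescence ratio check between 0.3 and a set limit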;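 also: plate controls were Siah plus tracer with DMSO for no effect and tracer alone without Siah for full effect; strong numbers were not always called active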
# GPR55 LPI antagonism: GPR55 antagonists blocking LPI-driven arrestin recruitment, primary screen, imaging, U2OS, beta-arrestin-GFP, LPI agonist (AID 2013). U2OS GPR55 beta-arrestin-GFP translocation imaging, LPI antagonism; higher % means a stronger effect. inhibition, % at 10 µM, or IC50 in µM where a hit was titrated. hit rate 0.13% among 290,000;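 active = spots per cell inhibited over 60%, with over 100 cells counted and total cytoplasm intensity under 500,000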;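 also: U2OS cells stably carrying GPR55 and arrestin-GFP stimulated by 5 µM LPI near EC80; imaged beta-arrestin-GFP aggregate spots per cell after agonist stimulation; plate controls were LPI-stimulated DMSO wells for no effect and DMSO wells without LPI for full effect; some results filed as inactive read as strong as hits; confirmed hits need IC50 under 10 µM and bright autofluorescent wells are also inconclusive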
# HIV fusion peptide: cell-free HIV fusion peptide-binding blockers – biochemical, uHTS, fluorescence dequenching, primary screen (AID 1986); cell-free peptide binding, fluorescence dequenching, 30 min; higher % means a stronger effect; one-dose inhibition, % at 20 µM; IC50 in µM for titrated hits; hit rate 0.3% among 290,000; in the data active = inhibition mostly above about 52%, no sharp cut-off; inactive = mostly below about 76%; also: some results filed as inactive read as strong as hits
# KOR beta-arrestin-2: KOR agonists, beta-arrestin recruitment, primary screen, cell-based, luminescence, uHTS (AID 1777) | KOR beta-arrestin recruitment, luminescence; higher % means a stronger effect | one-dose activation, % at 10 µM; EC50 in µM for titrated hits | hit rate 0.02% among 280,000; in the data active = activation above about 50%, passing the limit was not always enough; also: a part of the inactive calls stands beside numbers as strong as those of hits
# AID2073: inhibitors of Mint1-CaV2.2 protein interaction, biochemical, HTRF (AID 2073). one-dose inhibition, % at 20 µM; IC50 in µM for titrated hits. hit rate 0.19% among 290,000. HTRF protein-protein interaction, Mint1-CaV2.2; higher % means a stronger effect; in the data active = inhibition mostly above about 51%, no sharp cut-off; also: some results filed as inactive read as strong as hits
# GPR35 arrestin U2OS: inhibition of zaprinast-stimulated GPR35 beta-arrestin translocation – imaging, U2OS, beta-arrestin-GFP, zaprinast agonist, primary screen (AID 2058); U2OS GPR35 beta-arrestin-GFP translocation imaging, zaprinast antagonism; higher % means a stronger effect; inhibition, % at 10 µM, or IC50 in µM where a hit was titrated; hit rate 0.052% among 290,000;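 active = inhibition of at least 50% with at least 30 cells and total cytoplasm GFP at most 10,000,000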
# GPR55 activation: GPR55 agonists via beta-arrestin recruitment, primary screen, imaging, U2OS cells, beta-arrestin-GFP redistribution (AID 1961) | U2OS GPR55 beta-arrestin-GFP redistribution imaging; higher % means a stronger effect | activation, % at 10 µM; hits with a dose series show EC50 in µM | hit rate 0.048% among 290,000;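 active = activation above 40% with more than 50 cells counted in the well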;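 also: U2OS osteosarcoma cells stably expressing GPR55 and beta-arrestin-GFP; plate controls were DMSO negative control for no effect and LPI positive control for full effect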
# Active calls of the source: *; / = no result given; [ ] = another dose, or the depositor's remark. The list is partial; rates above refer to the full screens.
SMILES,KOR beta-arrestin-1,NOD1 NF-kB reporter,Siah-1 displacement,GPR55 LPI antagonism,HIV fusion peptide,KOR beta-arrestin-2,AID2073,GPR35 arrestin U2OS,GPR55 activation
CCC(C)(C(=O)NC1CCCC1)N(C(=O)CNC(C)=O)c1ccc(C)cc1 (configuration not stated),20.1%,-28.8%,4.1%,-6.1%,-1.4%,-1.5%,29.2%,-2.7%,0.3%
Cc1c(NC(=O)CN2C(=O)NC3(CCCCC3)C2=O)c(=O)n(-c2ccccc2)n1C,0.0%,-20.3%,9.2%,-1.5%,2.3%,-4.6%,0.4%,-9.9%,-0.6%
COc1ccc(CCNC(=O)CN(C)S(=O)(=O)c2cccs2)cc1OC,-17.4%,-0.1%,6.5%,2.3%,0.5%,3.1%,-1.8%,2.2%,-0.1%
COCCN1C(=O)N(c2cccc(C)c2)C(=O)C1CC(=O)Nc1ccc(F)cc1 (configuration not stated),-12.2%,-24.3%,-3.0%,-4.3%,-0.9%,1.5%,-6.0%,18.9%,-0.1%
CN(C)c1ccc(NC(=O)CSCc2nc3c(nnn3Cc3ccc(F)cc3)c(=O)[nH]2)cc1,-5.2%,-12.0%,-6.4%,12.6%,19.9%,-4.1%,-16.3%,5.2%,0.4%
COc1ccc(/C(C)=N/Nc2cc(C(F)(F)F)ccc2Cl)c(OC)c1,3.0%,9.8%,4.2%,12.9%,1.1%,-1.9%,9.4%,-5.5%,-0.2%
CN(CCCC(=O)NCc1ccco1)S(=O)(=O)c1ccccc1,14.3%,-10.6%,-4.8%,3.8%,-1.9%,0.5%,4.9%,9.3%,-0.1%
O=C(O)CNS(=O)(=O)c1cccc2nsnc12,19.7%,9.8%,-1.2%,-3.4%,-0.3%,-7.4%,-6.3%,1.4%,0.2%
O=C(Nc1cccnc1)Nc1ccc(F)c(Cl)c1,-53.8%,-0.5%,4.0%,3.6%,0.0%,0.3%,6.9%,3.4%,-0.1%
Cc1ccc(NC2=NC(c3ccc(O)cc3)n3c(nc(C)cc3=O)N2)cc1 (configuration not stated),8.6%,-1.9%,-3.3%,2.2%,-1.2%,0.8%,17.9%,22.2%,0.4%
Cc1ccc(CNC(=O)Nc2ccc(F)cc2)n1C,13.2%,1.2%,-1.1%,-7.8%,-0.9%,-8.4%,-2.0%,-10.6%,-0.3%
COc1ccc(CNC(=O)C2(CC3CC(c4ccccc4)=NO3)CCN(C(=O)C3CCCC3)CC2)cc1 (configuration not stated),-45.2%[20 µM],-10.0%,1.7%,-4.9%,-0.7%,-3.0%,8.4%,-9.7%,-0.2%
COc1ccc2nc(N(CCN(C)C)C(=O)c3ccc(C(=O)c4ccccc4)cc3)sc2c1,-17.4%,-25.1%,0.2%,21.9%,1.3%,-0.8%,-5.6%,5.6%,-0.1%
Cn1c(=O)n(C)c2cc(S(=O)(=O)Nc3ccccc3O)ccc21,10.2%,-8.5%,1.4%,4.5%,-3.3%,2.5%,4.5%,10.3%,-0.2%
S=C(CN1CCCC1=S)NCCc1ccccc1,5.7%,-15.2%,6.2%,2.8%,-1.0%,-3.0%,-19.5%,3.0%,-0.1%
COc1cc(C(=O)N2CCN(Cc3ccccn3)CC2)cc(OC)c1OC,13.6%,-0.6%,0.6%,-8.2%,-0.5%,0.9%,21.3%,4.1%,0.0%
Cc1ccc(Nc2nc(N)nc(CSc3nnc(-c4ccncc4)o3)n2)cc1,43.1%,-11.7%,-0.3%,6.4%,-2.4%,-3.2%,-8.7%,9.8%,0.0%
COc1ccc(/C=N/NC(=O)c2nc(-c3ccccc3)cc(-c3ccccc3)n2)cc1,-28.7%,-65.4%,5.6%,6.8%,-0.2%,4.6%,18.5%,7.0%,0.3%
CCOC(=O)NC(NCC(O)c1ccccc1)(C(F)(F)F)C(F)(F)F (configuration not stated),15.7%,-10.5%,-0.3%,18.0%,0.2%,-5.1%,2.0%,-5.6%,0.1%
COc1ccc(-n2nc(C(=O)NCC(=O)NCC3COc4ccccc4O3)c3ccccc3c2=O)c(OC)c1 (configuration not stated),31.5%,-32.1%,8.6%,14.4%,-1.8%,-4.3%,5.1%,-9.8%,0.1%
Cc1ccc(NC(=O)CN2C(=O)S/C(=C/c3ccc(-c4cccc(C(=O)O)c4)o3)C2=O)cc1,-34.6%[20 µM],-2.0%,1.5%,7.0%,79.5%*,-5.0%,62.3%*,12.4%,-0.1%
C#CCn1c(C)cc(C)c(S(=O)(=O)c2ccccc2)c1=O,-0.7%[20 µM],-40.7%,2.5%,-5.2%,-1.3%,-8.9%,2.4%,-16.0%,-0.1%
O=C(Cn1cnc2ccccc2c1=O)NCC1COc2ccccc2O1 (configuration not stated),-27.1%,-36.3%,-1.9%,-3.5%,1.8%,0.0%,3.6%,-0.4%,-0.1%
COc1ccccc1OCC(=O)Nc1nc2c(s1)CCCC2,-44.5%,-50.6%,3.4%,-20.1%,1.1%,1.8%,9.9%,5.3%,-0.1%
CCCN1CC(=O)N2C(c3cccc(OC)c3OC)c3[nH]c4ccccc4c3C[C@H]2C1=O (some centres not stated),-12.5%,7.3%,-5.9%,4.1%,-0.8%,-2.7%,13.2%,-0.1%,0.0%
COc1ccc(-n2ccn3c(CCC(=O)N4CCN(c5cccc(C)c5C)CC4)nnc3c2=O)cc1,-18.5%,-13.7%,-2.0%,-9.2%,-0.8%,0.7%,3.1%,-0.9%,0.3%
COc1ccc(N2C(C(C)=O)=NN(c3ccccc3)C2c2cccs2)cc1 (configuration not stated),8.4%,21.3%,3.2%,-8.4%,1.0%,1.8%,-2.6%,23.1%,0.4%
O=C(CSCc1nc2ccccc2[nH]1)N1CCN(c2ccc(F)cc2)CC1,-1.8%,12.4%,0.8%,-19.0%,2.0%,2.0%,-19.4%,4.2%,0.7%
O=C(NCCc1csc(-c2cccnc2)n1)c1cccc2ccccc12,-3.1%,-5.9%,-1.0%,-10.7%,2.4%,-0.8%,43.1%,-2.8%,-0.3%
CCOC(=O)c1c(C)oc2ccc(OC(=O)COc3c(F)c(F)c(F)c(F)c3F)cc12,-5.5%,-14.7%,-4.3%,4.4%,0.0%,-2.7%,5.4%,12.0%,-0.1%
O=C(CSc1nc2ccccc2s1)NC1CCS(=O)(=O)C1 (configuration not stated),-7.0%,-20.6%,-6.5%,1.3%,-0.3%,-2.0%,-8.5%,6.9%,-0.1%
O=S(=O)(Nc1ccccc1)c1ccc(-c2csnn2)cc1,16.2%,16.0%,-4.4%,-6.2%,0.7%,-0.7%,-10.2%,1.4%,0.7%
CCOc1ccc(CNc2ccc(CNc3ncn[nH]3)cc2)cc1,-8.9%[20 µM],-17.8%,2.0%,6.0%,-0.2%,-4.0%,-4.6%,-9.3%,-0.1%
O=C(C1CCN(S(=O)(=O)c2ccccc2F)CC1)N1CCc2ccccc2C1,-5.5%,-16.3%,-1.5%,-1.8%,-2.0%,-0.6%,-7.8%,-0.8%,0.3%
O=C(NCC(=O)N(CC1CCCO1)C(C(=O)NC1CCCCC1)c1ccccc1)c1ccco1 (configuration not stated),12.4%[20 µM],-11.2%,0.8%,-2.9%,-0.2%,/,10.9%,4.2%,0.1%
COc1cc(C(=O)NCc2nnc(SCC(=O)c3ccc(Cl)cc3)o2)cc(OC)c1OC,1.7%,-14.4%,6.1%,-0.3%,-0.9%,-0.3%,12.6%,1.1%,0.0%
CCOc1ccc(N2CC(C(=O)Nc3nnc(Cc4ccc(OC)cc4)s3)CC2=O)cc1 (configuration not stated),-18.8%,17.5%,-3.9%,0.7%,5.5%,-4.4%,-0.2%,-1.4%,-0.1%
CN(C)CCCN1C(=O)c2oc3ccc(Cl)cc3c(=O)c2C1c1cccnc1 (configuration not stated),-10.3%,-17.5%,-2.3%,1.6%,4.8%,-1.2%,4.6%,0.7%,0.7%
Cc1c(Cl)cccc1NC(=S)NC1CC1,30.2%,-12.4%,0.3%,13.7%,-1.2%,-5.7%,-8.0%,6.8%,-0.1%
Cc1sc2ncnc(OCC(=O)NCC3CCCO3)c2c1C (configuration not stated),1.4%,11.8%,-2.3%,0.9%,0.3%,12.5%,1.8%,-0.9%,0.7%
CCOC(=O)N1CCN(C(=O)COc2ccc(Br)cc2Cl)CC1,25.5%,-8.6%,-4.8%,15.6%,-3.9%,1.0%,-7.0%,13.6%,-0.2%
O=C(Cn1nc(-c2ccco2)ccc1=O)Nc1cc(Cl)ccc1Cl,1.1%,25.8%,-1.9%,-11.7%,4.2%,4.8%,7.1%,-7.4%,-0.2%
COCC(=O)Nc1ccc(-c2cn3cccnc3n2)cc1,5.0%,/,0.6%,-1.2%,-1.9%,-3.0%,39.4%,10.8%,-0.1%
Cc1cc(-c2ccccc2)n(-c2ccc(C(N)=O)cc2)n1,-16.4%,16.1%,-1.6%,8.4%,-2.9%,0.0%,8.4%,-5.3%,0.1%
O=C1/C(=C/c2cccnc2)SC(=S)N1N1CCOCC1,43.9%,-5.5%,-7.8%,12.1%,-2.1%,4.8%,-8.5%,6.9%,-0.1%
Cc1c(CC(=O)O)c(=O)oc2cc3occ(-c4ccc(F)cc4)c3cc12,-3.6%,-5.8%,5.3%,7.5%,3.7%,-0.1%,49.7%,-0.2%,-0.1%
CCOc1ccc(C2c3[nH]c4ccccc4c3CCN2C(=O)Cn2cncn2)cc1 (configuration not stated),-20.2%,-67.8%,-1.1%,12.9%,-0.3%,1.7%,-8.9%,11.3%,-0.2%
Cc1cc2ccccc2n1CCNC(=O)c1ccc(S(=O)(=O)N2CCCCC2)cc1,-36.6%,51.9%,4.0%,4.8%,20.9%,-1.5%,36.1%,5.7%,0.3%
CCCc1c(C(=O)OCC)[nH]c2c1C(=O)CCC2,17.0%,2.0%,-0.5%,-5.6%,0.0%,-3.4%,-6.6%,-17.6%,-0.1%
Cc1cc(NC(=O)CSc2nnnn2-c2ccccc2F)no1,43.4%,-20.9%,5.4%,0.0%,-0.3%,-2.3%,0.3%,-22.8%,-0.1%
Cc1ccc(C(=O)CSc2nnc(CNc3ccc(C)cc3C)n2Cc2ccco2)cc1,-11.6%,-23.2%,0.2%,7.6%,1.1%,5.9%,-13.3%,5.4%,-0.1%
CC1=C(C(=O)OC2CCCCC2)C(c2cccc([N+](=O)[O-])c2)NC(=O)N1 (configuration not stated),-30.8%,-1.9%,2.5%,-3.6%,1.7%,6.2%,-3.7%,0.4%,0.0%
